XIAP antagonists – small molecules displacing peptide from XIAP – biochemical, IAP family, fluorescence polarization (AID 1018) | displacement, % at 20 µM; hits with a dose series show IC50 in µM | 200,000 tested, 0.007% active | XIAP BIR domain, fluorescence polarization peptide displacement; higher % means a stronger effect; in the data active means displacement above about 50%; further: a part of the inactive calls stands beside numbers as strong as those of hits
Insulin prom up – MIN6 insulin promoter up-regulation | MIN6 insulin promoter-GFP reporter, high-content imaging; hits give high values | z-score at 5 µM | 190,000 tested, 0.3% active | AID 1625;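 active means z-score above 3 at 5 µM with at least 500 cells counted in the well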
b-catenin transl – modulators of beta-catenin nuclear translocation. HeLa beta-catenin nuclear translocation, immunofluorescence imaging. nuclear translocation activity, % at 5 µM. 190,000 tested, 0.3% active. AID 1665;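 active means nuclear translocation activity above 50% at 5 µM, with a well cell count of 50 or more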;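 further: per-cell ratio of nuclear to cytoplasmic median beta-catenin stain intensity; plate controls were DMSO negative control for no effect and GSK-3 inhibitor IX positive control for full effect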
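Assay system: human HeLa cells, native beta-catenin; doses: 5 µM primary, 0.02–20 µM confirmation; incubation: compound treatment 24 h, 37°C, 5% CO2; technique: fluorescence imaging of beta-catenin antibody stain plus DAPI; measure: % activation, nuclear-to-cytoplasmic median beta-catenin signal ratio per cell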
Autophagy mod – alters autophagy in cells | MEF GFP-LC3 puncta imaging; test concentration mostly 10 µM | calls only at 10 µM (by protocol) | 190,000 tested, 0.98% active;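 active means percentage of spot-positive cells more than 3 SD above its plate mean, without a fluorescence outlier flag or 80% toxicity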;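 further: spot-positive cell cutoff set from DMSO-treated cells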
Dynein transport – dynein cargo transport inhibition | 3617.4 mouse cells, GR-EGFP nuclear translocation imaging; test concentration mostly 20 µM; stimulated with dexamethasone, 1 µM; hits give low values | 220,000 tested, 0.47% active | AID 1381 | z-score, hits read low;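 active means plate z-score of nuclear minus cytoplasmic receptor signal below a set negative limit, without overly bright fluorescence or cell loss, cut at about -3.5 in these data, passing the limit was not always enough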;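 further: z-score of nuclear minus cytoplasmic ring GR-EGFP intensity difference per well; some compounds called inactive have numbers as strong as hits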
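Schedule: 48 h induction, then 1 h compound, then 30 min agonist, 37 °C. Buffer or medium: tetracycline-free induction medium containing charcoal-stripped FBS. Reagent: 1.0 µM final dexamethasone stimulus. Evaluation: nuclear versus cytoplasmic GR-EGFP signal, averaged per well. Signal: high-content fluorescence imaging after fixation.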
Lipid droplet – hepatic lipid droplet formation modulation | inhibition, % at 6.5 µM | AID 1656 | AML12 mouse hepatocytes, oleate lipid droplets, BODIPY imaging | 240,000 tested, 0.4% active;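 active means lipid droplet intensity inhibited by at least 50%, with more than 500 cells counted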
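Assay system: AML12 mouse liver cells | Compound: 6.5 µM single-point dosing | Schedule: Overnight exposure | Technique: Fluorescence imaging, 20x objective, two fields per well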
MT stabilizer – microtubule stabilization, imaging screen | 200,000 tested, 0.83% active | HeLa tubulin immunostaining HCS, 24 h; share of cells brighter than vehicle mean+2SD | % tubulin-high responders, % at 10 µM | AID 2205;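 active means plate Z-score above 3 for both tubulin-high and condensed-nucleus cell shares, with cell loss under 80%, at 10 µM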;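 further: anti alpha tubulin signal scored within the nucleus-defined area of each cell; some results filed as inactive read as strong as hits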
WT yeast gro inh – growth inhibition of WT yeast, mitochondrial fusion screen; mitochondrial fusion phenotypic screen, WT strain; inhibition, % at 10 µM; 190,000 tested, 2.1% active; AID 1362; in the data active means inhibition above about 58%; tested in S. cerevisiae
CSM14.1 death rescue – protection against thapsigargin-triggered cell killing – 384-well, CSM14.1, ATP luminescence, primary screen (AID 1222) | CSM14.1 thapsigargin-induced death rescue, ATP luminescence; higher % means a stronger effect | cellular ATP content (survival), % at 20 µM; hits with a dose series show EC50 in µM | 190,000 tested, under 10 active;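 active means EC50 below 50 µM in the dose-response confirmation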;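 further: death triggered by thapsigargin at about 15 µM added after 2 h compound pretreatment; cell ATP read after overnight thapsigargin exposure of roughly 18 to 22 hours; normalized against plate controls of thapsigargin alone and 5% DMSO vehicle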
WT yeast gro inh mutant strain – second read-out of WT yeast gro inh, no call of its own (marks repeat the call); inhibition, %; mitochondrial fusion phenotypic screen, mutant strain inhibition
Dynein transport cytoplasmic EGFP – second read-out of Dynein transport, no call of its own (marks repeat the call); z-score; measured here: cytoplasmic GR-EGFP intensity; hits give high values
Dynein transport nuclear GR-EGFP – recorded beside Dynein transport, whose call it bears; z-score; measured here: nuclear GR-EGFP intensity;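 lower value marks the stronger effect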
Dynein transport cell count – also measured in Dynein transport; calls as there; z-score; measured here: cell count per field
Insulin prom up cell count – recorded beside Insulin prom up, whose call it bears; cell count; measured here: cytotoxicity, nuclei count;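 total cells summed across four imaged fields per well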
Lipid droplet cells 6.5 µM – further read-out of Lipid droplet, marked with its call; cell count; measured here: cell count, cytotoxicity flag;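 cells counted across two imaged fields per well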
b-catenin transl cell count 5 µM – also measured in b-catenin transl; calls as there; cell count; measured here: cell count, cytotoxicity flag
MT stabilizer Hoechst-high % – second read-out of MT stabilizer, no call of its own (marks repeat the call); % Hoechst-high responders; measured here: nuclear condensation Hoechst responders;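 share of cells brighter than vehicle mean plus two SD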
MT stabilizer cytotoxicity % – also measured in MT stabilizer; calls as there; toxicity, %; measured here: cytotoxicity by cell density;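 0% = mean cell density of plate MIN control wells and 100% = no cells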
Autophagy mod cell loss 18 h – also measured in Autophagy mod; calls as there; toxicity, %; measured here: cell loss, nuclei count;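 cell loss after 18 h compound exposure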
Numbers without * were called inactive; i = inactive; nt = not tested or not shown. The list is partial; count on the stated rates, not on these rows.

Value order: XIAP antagonists	Insulin prom up	Insulin prom up cell count	b-catenin transl	b-catenin transl cell count 5 µM	Autophagy mod	Autophagy mod cell loss 18 h	Dynein transport	Dynein transport cytoplasmic EGFP	Dynein transport nuclear GR-EGFP	Dynein transport cell count	Lipid droplet	Lipid droplet cells 6.5 µM	MT stabilizer	MT stabilizer Hoechst-high %	MT stabilizer cytotoxicity %	WT yeast gro inh	WT yeast gro inh mutant strain	CSM14.1 death rescue
> O=C(Nc1ccccc1)N1CC2CC(C1)c1cccc(=O)n1C2 (stereo unspecified)
→ -5.0%	0.17	1537	-3.5	1037	i	13.9	-1.31	-0.135	-0.636	1.13	-11.1	661	2.0	1.6	2.3	-2.5	4.0	2.4%
> CC(=O)OC1(c2ccccc2)CCN(C2CCCCC2)CC1C (stereo unspecified)
→ -0.6%	-0.32	1498	-1.8	1170	i	11.6	-0.904	-0.305	-0.239	0.474	-4.6	683	6.0	1.5	12.4	9.6	-0.3	-2.3%
> CN(C)c1ccc(C=C2C(=O)NC(=O)NC2=O)cc1[N+](=O)[O-]
→ 3.5%	nt	nt	-0.1	1009	i	-5.4	-0.233	-0.229	0.215	-0.712	17.9	685	2.6	2.9	6.7	-5.7	5.7	-1.3%
> O=C(Nc1ccncc1)c1cccn(Cc2ccccc2)c1=O
→ 1.0%	-1.23	1079	1.6	1117	i	1.0	-0.0793	-0.277	0.284	-0.257	0.3	705	3.8	3.0	10.8	-1.0	14.1	-0.6%
> COc1cccc(-n2c(/C=C/c3ccc(O)c(O)c3)nc3ccccc3c2=O)c1
→ -5.7%	0.19	1405	5.4	934	i	-6.3	-0.63	0.31	0.0222	0.099	6.2	705	3.8	2.6	0.6	-7.5	-12.2	-3.1%
> C[C@H]1CCC[C@@H](O)CCC/C=C/c2cc(O)cc(O)c2C(=O)O1
→ -5.6%	0.53	1159	-9.3	966	i	2.1	-1.25	-0.142	-0.549	-0.0359	nt	nt	5.3	3.7	16.4	8.5	-0.6	2.9%
> O=C(C(=O)N1CCOCC1)c1cn(Cc2c(F)cccc2Cl)c2ccccc12
→ 0.0%	0.19	1409	1.1	1165	i	17.8	-0.288	-0.332	-0.0467	0.609	-2.6	700	4.3	2.2	3.4	-1.1	0.6	-5.6%
> c1cncc(CNC2=NCCC2)c1
→ 0.6%	-0.09	1520	-1.9	947	i	6.9	0.233	-0.364	0.467	0.0313	nt	nt	4.2	2.5	6.0	-4.3	-3.1	1.9%
> COC(=O)[C@@]1(Cc2ccc(F)cc2)[C@H]2c3cc(C(=O)N(C)C)[nH]c3C[C@H]2CN1C(=O)c1ccccc1
→ -5.1%	-0.27	1166	nt	nt	i	9.9	-0.122	-0.307	0.389	0.728	-4.0	726	3.3	2.8	8.5	0.4	-2.7	-0.8%
> CCCCn1c(N)c(C(=O)OCC2CCCO2)c2nc3ccccc3nc21 (stereo unspecified)
→ -5.0%	0.64	696	-2.8	968	i	-4.0	2.13	0.558	1.31	-0.753	18.7	799	8.7	0.9	4.8	5.3	-4.9	3.4%
> CCCCn1c(O)c(/C=C2/C=CC=N2)c(=O)[nH]c1=O
→ nt	-0.15	1073	1.1	1247	nt	nt	1.26	-0.249	0.454	-0.383	2.4	710	nt	nt	nt	nt	nt	nt
> CCCCC(=O)N/N=C/c1c(O)n(CCc2ccccc2)c(=O)[nH]c1=O
→ nt	-0.65	985	-0.8	1324	nt	nt	0.163	-0.166	0.625	-0.302	-6.9	738	nt	nt	nt	nt	nt	nt
> CC1(C)C(C(=O)NCc2ccco2)C1(C)C
→ -5.0%	-0.01	1065	0.5	1105	i	-0.4	0.0657	-0.23	0.218	0.681	nt	nt	3.3	1.7	9.7	-14.0	-1.2	-0.6%
> CCCCn1c(O)c(C(C)=NCc2cc(OC)cc(OC)c2)c(=O)[nH]c1=O
→ -17.0%	0.08	963	2.3	1193	i	-4.6	-0.716	-0.17	-0.161	0.948	-6.9	672	1.7	0.8	5.8	15.7	22.1	2.8%
> COc1cccc(C(=O)C2CN(C)CC2c2ccc(Cl)cc2)c1 (stereo unspecified)
→ -2.9%	-1.6	1387	0.2	1510	i	-24.1	-0.481	-0.242	-0.288	0.295	-5.1	725	1.8	2.1	1.1	15.3	13.1	-1.6%
> CCOCCCNC(=O)CN1C2CCC1CC(O)(c1ccc(OC)cc1)C2 (stereo unspecified)
→ 2.0%	nt	nt	nt	nt	i	0.1	0.0501	-0.184	0.371	-0.897	nt	nt	6.6	3.5	7.7	-1.5	0.2	1.9%
> Oc1ccc(/C=N/NP(=S)(c2ccccc2)c2ccccc2)c(O)c1O
→ -2.7%	0.37	842	-2.5	984	i	20.8	-0.712	-0.108	0.00097	0.102	-5.2	794	4.0	1.9	6.6	28.8	30.5	0.1%
> CCCCCCCSc1cc(OC)c(CCN(C)C)cc1OC
→ -4.3%	-0.88	1384	-0.3	1199	i	6.5	-1.86	2.47	-0.354	-3.5	nt	nt	3.2	2.0	0.1	14.1	-6.2	-1.3%

7 entries from above, arranged by length of the SMILES, high to low:
Value order: XIAP antagonists	Insulin prom up	Insulin prom up cell count	b-catenin transl	b-catenin transl cell count 5 µM	Autophagy mod	Autophagy mod cell loss 18 h	Dynein transport	Dynein transport cytoplasmic EGFP	Dynein transport nuclear GR-EGFP	Dynein transport cell count	Lipid droplet	Lipid droplet cells 6.5 µM	MT stabilizer	MT stabilizer Hoechst-high %	MT stabilizer cytotoxicity %	WT yeast gro inh	WT yeast gro inh mutant strain	CSM14.1 death rescue
> COc1cccc(-n2c(/C=C/c3ccc(O)c(O)c3)nc3ccccc3c2=O)c1
→ -5.7%	0.19	1405	5.4	934	i	-6.3	-0.63	0.31	0.0222	0.099	6.2	705	3.8	2.6	0.6	-7.5	-12.2	-3.1%
> CCCCn1c(O)c(C(C)=NCc2cc(OC)cc(OC)c2)c(=O)[nH]c1=O
→ -17.0%	0.08	963	2.3	1193	i	-4.6	-0.716	-0.17	-0.161	0.948	-6.9	672	1.7	0.8	5.8	15.7	22.1	2.8%
> Oc1ccc(/C=N/NP(=S)(c2ccccc2)c2ccccc2)c(O)c1O
→ -2.7%	0.37	842	-2.5	984	i	20.8	-0.712	-0.108	0.00097	0.102	-5.2	794	4.0	1.9	6.6	28.8	30.5	0.1%
> CCCCn1c(O)c(/C=C2/C=CC=N2)c(=O)[nH]c1=O
→ nt	-0.15	1073	1.1	1247	nt	nt	1.26	-0.249	0.454	-0.383	2.4	710	nt	nt	nt	nt	nt	nt
> O=C(Nc1ccncc1)c1cccn(Cc2ccccc2)c1=O
→ 1.0%	-1.23	1079	1.6	1117	i	1.0	-0.0793	-0.277	0.284	-0.257	0.3	705	3.8	3.0	10.8	-1.0	14.1	-0.6%
> CCCCCCCSc1cc(OC)c(CCN(C)C)cc1OC
→ -4.3%	-0.88	1384	-0.3	1199	i	6.5	-1.86	2.47	-0.354	-3.5	nt	nt	3.2	2.0	0.1	14.1	-6.2	-1.3%
> c1cncc(CNC2=NCCC2)c1
→ 0.6%	-0.09	1520	-1.9	947	i	6.9	0.233	-0.364	0.467	0.0313	nt	nt	4.2	2.5	6.0	-4.3	-3.1	1.9%

High-throughput results: PubChem, several laboratories
